From PubChem BioAssay
Akt phos inh: Akt phosphorylation inhibition; AID 651550; 360,000 tested, 0.32% active; activity change, % for hits at 50 µM; Neuro2A IGF-stimulated pAkt S473 HTRF, 20 min; active compounds read low; in the data active = activity change below about -80%; inconclusive = mostly about -51% to -80%; also: % is scaled to controls: 0 for no effect and ±100 for the full control effect
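Single-point screen (50 µM final compound) in Neuro2A cells stimulated 20 min with 6 nM IGF at 37 deg C. After lysis, Ser473-phosphorylated Akt read by HTRF (ex 330 nm, em 615/665 nm) as the 665/615 ratio.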
GLP1R inv ag: acts as inverse agonist at human GLP-1 receptor; 410,000 tested, 1.6% active; HEK293 GLP-1R CRE-luciferase, luminescence, 24 h; GLP-1R form is constitutively active; Potency, µM (top dose mostly 38.3 µM), for the others: at the highest dose activity change, negative = inhibition, actives largely listed as inhibitors; AID 624417; P43220; also: potency is read from the fitted curve at half-maximal effect; % is scaled to controls: 0 for no effect and ±100 for the full control effect; nearly all actives have a fitted effect of over 55% in size
Target sequence (P43220 whole entry, looked up): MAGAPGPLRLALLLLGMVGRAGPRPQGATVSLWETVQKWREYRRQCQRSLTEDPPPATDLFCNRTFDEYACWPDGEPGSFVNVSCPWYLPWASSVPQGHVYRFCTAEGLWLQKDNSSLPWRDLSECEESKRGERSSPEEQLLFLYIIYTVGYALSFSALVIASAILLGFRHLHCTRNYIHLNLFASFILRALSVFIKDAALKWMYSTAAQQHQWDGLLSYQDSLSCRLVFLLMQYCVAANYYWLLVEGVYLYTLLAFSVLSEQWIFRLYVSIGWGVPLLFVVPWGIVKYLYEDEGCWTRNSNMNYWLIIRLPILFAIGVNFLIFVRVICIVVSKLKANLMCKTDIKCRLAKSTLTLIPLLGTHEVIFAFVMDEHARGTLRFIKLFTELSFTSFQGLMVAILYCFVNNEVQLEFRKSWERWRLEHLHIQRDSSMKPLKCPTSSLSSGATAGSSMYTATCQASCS
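Using stably transfected HEK293 (constitutively active GLP-1R, cAMP-luciferase reporter), compounds were incubated 24 hr and luciferase measured by luminescence.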
FUS suppressor: suppressors of FUS proteinopathy in yeast. S. cerevisiae FUS-expressing, growth rescue, OD600, 24 h. Potency, µM (top dose mostly 76.6 µM), for inactives: at the highest dose growth rescue (activation), most hits filed as activators. 390,000 tested, 0.24% active. AID 1347120;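 also: potency is read from the fitted curve at half-maximal effect; plate controls were DMSO vehicle for no effect and reference control for full effect; nearly all actives have a fitted effect of over 55% in size; some results filed as inactive show a strong effect at the top dose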
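Read-out: OD at 600 nm after 24hr at 30C, reporting rescue of FUS-induced yeast toxicity. Cells at OD 0.005 in galactose (2%) minimal medium; compounds tested in a dilution series; CP55940 titration from 92uM final as control.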
aSyn yeast inh: inhibitors of alpha-synuclein toxicity in yeast; Yeast expressing alpha-synuclein, growth rescue, BacTiter-Glo, 24 h; Potency, µM (highest dose often 46.1 µM), for the others: top-dose growth rescue (activation), actives largely listed as activators; 370,000 tested, 0.14% active; also: potency is read from the fitted curve at half-maximal effect; % of control where 0% means no effect; nearly all actives have a fitted effect of over 65% in size
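Galactose-induced alpha-syn yeast (OD600=0.02, raffinose-pregrown) + pinned cpd, 24 hr, 30 deg C; growth by BacTiter-Glo luminescence. Growth restoration scores as activation.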
GLP-1R agonist: activates the human GLP-1 receptor; HEK293 GLP-1R CRE-luciferase, luminescence, 4-6 h; cells express a hypersensitive GLP-1R form; P43220; Potency, µM (titrated, usually from 45.6 µM), for inactives: at the highest dose activation, most hits filed as activators; AID 624172; 380,000 tested, 0.007% active; also: potency is read from the fitted curve at half-maximal effect; % of control where 0% means no effect
PTHR1 ag: agonists of human PTHR1 parathyroid hormone receptor. Q03431. HEK293 GP2 PTHR1 cells, GloSensor cAMP luminescence, 1 h. Potency, µM (doses to about 115 µM), without a hit: at the highest dose activation, hits mostly activators. 410,000 tested, 0.075% active; also: potency is read from the fitted curve at half-maximal effect; nearly all actives have a fitted effect of over 55% in size; some results filed as inactive show a strong effect at the top dose; inactives centre near -15; many of its hits are not listed in these tables
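HEK-293-derived GP2 cells expressing PTHR1 and a GloSensor cAMP reporter, 3,000/well, plated overnight, given luciferin plus IBMX (each 0.5 mM as added) for 1 h at 37 °C, then compound for 1 h at 37 °C. Luminescence was read after 15 min at room temperature.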
Abeta rescue: compounds reversing amyloid beta toxicity in yeast; yeast expressing A-beta42, growth rescue, OD600, 48 h; response scale: 0% DMSO, 100% iron-clioquinol control; Potency, µM (titrated, usually from 46.1 µM), inactives show top-dose growth rescue, most hits filed as activators; 410,000 tested, 0.063% active; AID 1347071; also: potency is read from the fitted curve at half-maximal effect; nearly all actives have a fitted effect of over 55% in size
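Growth rescue measured by 600 nm absorbance after 48 h yeast culture at 30 C with compound. Values normalized between DMSO and an equimolar ferric chloride plus clioquinol control.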
DRD3 antagonist: blocks the human D3 dopamine receptor. P35462. D3R cells, DiscoveRx beta-arrestin luminescence, antagonist mode; active compounds read low. max response, negative = inhibition, %. 360,000 tested, 2.5% active. AID 652054; in the data active = max response below about -50%; inconclusive = no clear call, values can overlap the other calls; also: % is scaled to controls: 0 for no effect and ±100 for the full control effect; mostly tested at two doses, the higher about 12 µM
Target sequence (P35462 whole entry, looked up): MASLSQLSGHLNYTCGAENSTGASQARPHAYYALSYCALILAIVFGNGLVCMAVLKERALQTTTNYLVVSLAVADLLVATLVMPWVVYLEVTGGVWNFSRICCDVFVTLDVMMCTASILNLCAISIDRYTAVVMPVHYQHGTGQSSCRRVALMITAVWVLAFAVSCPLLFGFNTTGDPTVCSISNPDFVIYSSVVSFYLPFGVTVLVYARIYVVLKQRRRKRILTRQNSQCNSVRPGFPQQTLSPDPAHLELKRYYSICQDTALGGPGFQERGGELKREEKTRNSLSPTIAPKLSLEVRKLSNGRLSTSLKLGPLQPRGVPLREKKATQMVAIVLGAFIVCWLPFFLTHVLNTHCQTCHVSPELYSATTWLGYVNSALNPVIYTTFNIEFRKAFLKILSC
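Cells expressing the human receptor were seeded at 1500 cells/well, incubated overnight at 37 degrees C in 5% CO2, then exposed to library compounds with dopamine controls for 90 minutes at 37 degrees C before luminescent detection.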
TDP-43 yeast inh: TDP-43 toxicity inhibition in yeast. TDP-43 expressing yeast growth rescue, BacTiter-Glo, 24 h. Potency, µM (titrated, usually from 46.1 µM), for inactives: top-dose growth rescue (activation), usual class: activators. 410,000 tested, 1.8% active. AID 652104; also: potency is read from the fitted curve at half-maximal effect; % of control where 0% means no effect; nearly all actives have a fitted effect of over 50% in size
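Cell-based yeast growth screen: TDP-43 expression induced in galactose, inoculum OD600=0.02 after raffinose pregrowth to mid-log. Read-out BacTiter-Glo luminescence at 24 hr, 30 deg C; inhibition of toxicity seen as signal increase.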
* hit, by the source's call; i = inactive; u = inconclusive; x = not tested or not shown; & = joins results of further samples; [ ] = remark or other dose. Unless noted, calls follow the shape of the dose curve; as a rule, active = well fitted curve in the direction sought with a large enough effect; inconclusive = small, poorly fitted or top-dose-only effect, or another doubt; inactive = no such curve, though single readings can be large; an effect the other way counts as inactive or inconclusive. Not all compounds are listed (hit frequency here may not be typical).

SMILES	Akt phos inh	GLP1R inv ag	FUS suppressor	aSyn yeast inh	GLP-1R agonist	PTHR1 ag	Abeta rescue	DRD3 antagonist	TDP-43 yeast inh
CC(NC(=O)c1cc(COc2ccc3ncccc3c2)on1)c1ccc(F)cc1 (configuration not stated)	i	1.8µM*	-15%	6%	10%	-48%[inhibitor]	7%	22	16%
CC1(C)C(=O)N(c2ccccc2Cl)C(=O)c2ccccc21	i	0%	23%	u	11%	i	-23%	2	u
COc1ccc(C(=O)N2N=C(c3ccccc3)CC2(O)C(F)(F)F)cc1 (configuration not stated)	i	u	-2%	18%	5%	-29%	-21%	-2	u
S=C(NCc1ccco1)Nc1cc(-c2ccccc2)[nH]n1	i	u	-7%	-4%	10%	-28%	u	-7	-1%
COc1ccc(-c2nc(C(N)=O)c3[nH]c(=O)n(-c4cccc(C)c4)c3n2)c(OC)c1	i	58%[activator]	22%	-1%	u	10%	-13%	-25	3%
CCCCOc1ccc(S(=O)(=O)N2CCN(c3ccc(N4CCN(CC)CC4)nn3)CC2)cc1	i	u	-21%	-1%	-6%	i	1%	-21	5%
CCOC(=O)C[C@H]1c2ccc(C(F)(F)F)cc2S(=O)(=O)N1C(C)(C)C	i	4%	7%	0%	8%	-12%	-3%	-21	4%
CCc1cccc(NC(=O)NC(=O)Cn2nnc(C(=O)OC)c2C(=O)OC)c1	i	6%	27%	1%	5%	-18%	0%	22	8%
COc1ccc(C(NC(=O)c2ccc(F)cc2)c2ccccc2)cc1 (configuration not stated)	i	u	13%	-1%	-1%	i	6%	-3	7%
CCOc1ccc(C(=O)NCC(c2ccc3c(c2)OCO3)N2CCN(c3ccccc3F)CC2)cc1 (configuration not stated)	x	3%	26%	x	x	-4%	-60%[inhibitor]	x	-12%
COc1ccc(-c2noc(CCC(=O)NC3CCCC3)n2)cc1	i	-11%	-3%	0%	13%	-19%	12%	2	17%
O=C(CCN1C(=O)[C@@H]2Cc3ccccc3CN2C1=O)NCc1ccc(Cl)cc1	i	-31%	18%	3%	0%	i	8%	-2	-4%
O=C(COc1ccc(Cl)cc1)Nc1nnc(-c2ccc3c(c2)CCCC3)o1	i	34%[activator]	-6%	29%	0%	i	28%	-1	u
CCOc1ccc(OCCC(=O)OCC(=O)NC2CCCC2)cc1	i	7%	-6%	7%	-4%	i	-15%	-3	9%
COc1ccc(S(=O)(=O)NC(=O)C2(C)CCN2C(=O)Cc2cc(C)cc(C)c2)cc1 (configuration not stated)	i	9%	1%	1%	-7%	i	0%	0	0%

The closing 2 entries of the section before lead into the next:
SMILES	Akt phos inh	GLP1R inv ag	FUS suppressor	aSyn yeast inh	GLP-1R agonist	PTHR1 ag	Abeta rescue	DRD3 antagonist	TDP-43 yeast inh
CCOc1ccc(OCCC(=O)OCC(=O)NC2CCCC2)cc1	i	7%	-6%	7%	-4%	i	-15%	-3	9%
COc1ccc(S(=O)(=O)NC(=O)C2(C)CCN2C(=O)Cc2cc(C)cc(C)c2)cc1 (configuration not stated)	i	9%	1%	1%	-7%	i	0%	0	0%
CN(CC(=O)Nc1ccc(Cl)c(C(F)(F)F)c1)C(=O)c1ccc2c(c1)OCCO2	i	u	21%	2%	-12%	i	u	-2	15%
Cc1ccc(N2C(=O)c3cccc4c(N)ccc(c34)C2=O)c2cccnc12	i	-53%	2%	0%	14%	-22%	-3%	3	7%
CN(C)S(=O)(=O)c1ccc(-c2cn3ccccc3n2)cc1	i	-4%	38%	-12%	6%	-25%[57.5 µM]	-29%	-25	-22%
COc1ccc(/C=C(\NC(=O)c2ccc([N+](=O)[O-])cc2)C(=O)NCCCN2CCOCC2)cc1	i	10%	-11%	-1%	4%	0%	-7%	3	-16%
COCCCNCCCCOc1c(Cl)cc(C)cc1Br	i	0%	9%	-10%	-4%	i	-9%	-77*	-8%
CC(=O)OC1CCC2C3CCc4cc(O)ccc4C3CCC12C (configuration not stated)	i	14%	-38%	2%	2%&4%	i	10%	30	0%
COc1ccc(CCCc2nnc(SCc3nc4ccccc4c(=O)[nH]3)n2C)cc1C	i	1%	6%	0%	10%	i	4%	-20	-8%
Cc1ccccc1S(=O)Cc1ccc(C(=O)NCCCN2CCCCC2)o1 (configuration not stated)	i	1%	-5%	7%	-4%	i	7%	3	-6%
O=C(OCCCN=C1NS(=O)(=O)c2ccccc21)c1ccc([N+](=O)[O-])cc1	i	17%[7.66 µM]	27%	0%	7%	-14%	-15%	-28	4%[9.22 µM]
Cc1cccc(NC(=O)Nc2ccc(Br)cc2)n1	i	-8%&8%	-12%&-24%	-3%	-3%	-8%&-14%	-7%&2%	0	1%&0%
O=S(=O)(Nc1cc(Sc2ncn[nH]2)c(O)c2ccccc12)c1ccccc1	i	u	27%	-65%[inhibitor]	-10%	-70%[inhibitor]	-95%[inhibitor]	-100*	-23%
Cc1ccc(N(C(=O)C2CCCC2)C2C=CS(=O)(=O)C2)cc1C (configuration not stated)	i	-13%	1%	3%	-1%	-33%[inhibitor][57.5 µM]	2%	-18	-19%
CC1CCCCN1Cc1nc2c(c(=O)n(C)c(=O)n2C)n1Cc1ccc(Br)cc1 (configuration not stated)	x	4%	-29%	x	x	-4%	-1%	x	8%
COc1ccc(Cl)cc1N(CC(=O)NC(C(C)C)C(C)C)S(C)(=O)=O	i	-16%	x	7%	-14%	i	5%	17	-5%
COc1ccccc1NC(=O)CC1S/C(=N/N=C(\C)C2CCCCC2)NC1=O (configuration not stated)	i	u	14%	1%	6%	-25%	15%	5	9%
CC(C)CC(=O)c1c[nH]c(C(=O)NCc2ccc(F)cc2)c1	i	0%	-27%	-2%	-6%	-9%	8%	15	28%
CCOCCCNC(=O)/C(C#N)=C/c1ccc(C)o1	i	25%	25%	-5%	9%	-21%	-5%	1	0%[0.397 µM]
CCNC(=O)c1nc[nH]c1C(=O)NCC	i	17%	-21%	9%	0%	i	13%	-2	10%
O=C(O)c1ccccc1C(=O)NC1CCCc2ccccc21 (configuration not stated)	i	3%	21%	3%	1%	-13%	-1%	-6	-18%
CC(=O)NC(Cc1cnc[nH]1)C(=O)O (configuration not stated)	i	-20%	35%	0%	1%	-1%[57.5 µM]	0%	-10	6%
COc1ccc(CCNC(=O)/C=C/c2cc(OC)c(OC)c(OC)c2)cc1OC	i	60%[activator]	19%	-3%	19%	i	-3%	8	-6%
COC(=O)C1Cc2c([nH]c3ccccc23)C(C(C)C)N1 (configuration not stated)	i	-16%	26%	1%	11%	-17%	-11%	13	-3%
CCC(C)(C)NC(=O)C(c1ccc(OC)cc1)N(C(=O)CCC(=O)Nc1cc(C)on1)C1CC1 (configuration not stated)	i	-1%	0%	1%	6%	i	14%	8	6%
CCn1c(CCCNC(=O)c2ccc(F)cc2)nc2ccccc21	i	11%	-5%	1%	19%	-11%	2%	u	11%
CN(C)C(=O)CCSc1nnc(-c2ccco2)o1	i	17%[0.307 µM]	3%	5%	-6%	-4%	-1%	11	11%
COC(=O)c1ccccc1NC(=O)CN1C(=O)NC2(CCCCCCC2)C1=O	i	1%	-28%	-1%	-3%	-72%[inhibitor]	-15%	-29	-21%
CC(C)C[C@@H](CN1CCC[C@@H]1CN1C(=S)NC[C@@H]1Cc1ccc(O)cc1)N1C[C@H](Cc2ccccc2)N(CCc2ccccc2)C1=S	i	u	u	-14%	-5%	12%	-5%	-27	3%
O=C(Nc1nc(COc2ccccc2)cs1)C1CCC1	i	0%	26%	-17%	7%	-23%	8%	6	u
CC(=O)CSc1nc(-c2ccccc2)[nH]c1S(=O)(=O)c1ccc(C)cc1	x	14%	25%	x	x	i	2%	x	14%
COc1cc(NC(=O)CN(c2cc(C)cc(C)c2)S(=O)(=O)c2c(C)noc2C)cc(OC)c1	i	-14%	-14%	3%	-6%	i	0%	26	17%
COc1ccccc1CN1CCNC(=O)C1CC(=O)NC1Cc2ccccc2C1 (configuration not stated)	i	-21%	9%	-5%	10%	i	-13%	-7	-26%
Cc1onc(-c2ccccc2Cl)c1C(=O)NCc1nnnn1-c1ccc(F)c(F)c1	i	7%	14%	28%	6%	-25%	-10%	13	21%
Cc1ccccc1OCC(=O)NCCC(=O)O	i	0%	-21%	1%	-1%	-2%[57.5 µM]	32%	-11	-18%
COc1ccc(CCNC(=O)CS(=O)(=O)c2cn(CC(=O)N(C(C)C)C(C)C)c3ccccc23)cc1OC	i	6%	x	11%	1%	-1%	3%	21	13%
Cc1ccc(-n2ncc(C#N)c2/N=C/N2CCCCCC2)cc1	i	u	20%	-15%	17%	i	-44%[inhibitor]	63	17%
CCOC(=O)c1ccc(CNC(=O)C(Cc2c[nH]c3ccccc23)NC(C)=O)o1 (configuration not stated)	i	1%	17%	-2%	-14%	-21%	-18%	-27	-9%
O=C(Nc1cccc(C(=O)N2CCOCC2)c1)c1cccnc1	i	18%	8%	-1%	-5%	-15%[57.5 µM]	2%	-10	-7%
C=CCNC(=S)N(Cc1ccccc1)Cc1ccccc1	i	u	11%	0%	13%	-18%	u	10	26%
CCOc1cc(C(=O)NCc2ccccc2)ccc1OCC(=O)N1CCCCC1	i	10%	u	-5%	-6%	i	-22%	-10	6%
Cc1c(NC(=O)C(C)OC(=O)c2cc(Cl)ccc2O)c(=O)n(-c2ccccc2)n1C (configuration not stated)	i	7%	-8%	3%	-8%	i	-4%	5	24%
O=C(O)Cn1c2ccccc2c2nc3ccccc3nc21	i	50%[activator]	-25%	1%	-5%	i	2%	6	0%
Cn1cccc1C(NC(=O)c1ccccc1)C(Cl)(Cl)Cl (configuration not stated)	i	u	-24%	15%	1%	i	28%	-3	30%
